CHO-K1 Ca ag – counter-screen for M1 agonists: effect in parental CHO-K1 cells; Fluo-8 calcium fluorescence; scaled to maximal ATP response, vehicle zero; activation, % at 3 µM; 360,000 tested, 0.48% active; AID 602248, 2012; in the data active = activation above about 15%;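 note: untransfected CHO-K1 host cells lacking M1 receptor as counterscreen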
M1 antag – human M1 muscarinic receptor antagonists, primary screen, CHO-K1 cells, Fluo-8 calcium fluorescence, 1536-well; CHO-K1 hM1, ACh EC80 antagonist; inhibition, % at 3 µM; 360,000 tested, 1.3% active; Muscarinic acetylcholine receptor M1 (Homo sapiens), P11229;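 active = percent inhibition above its own plate's cutoff, namely the mean of that plate's compound wells plus 3 SD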;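 note: peak over basal fluorescence ratio during 140 s after agonist addition; 0% = ACh EC80 plus DMSO and 100% = DMSO alone without agonist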
Target sequence (P11229 whole entry, looked up): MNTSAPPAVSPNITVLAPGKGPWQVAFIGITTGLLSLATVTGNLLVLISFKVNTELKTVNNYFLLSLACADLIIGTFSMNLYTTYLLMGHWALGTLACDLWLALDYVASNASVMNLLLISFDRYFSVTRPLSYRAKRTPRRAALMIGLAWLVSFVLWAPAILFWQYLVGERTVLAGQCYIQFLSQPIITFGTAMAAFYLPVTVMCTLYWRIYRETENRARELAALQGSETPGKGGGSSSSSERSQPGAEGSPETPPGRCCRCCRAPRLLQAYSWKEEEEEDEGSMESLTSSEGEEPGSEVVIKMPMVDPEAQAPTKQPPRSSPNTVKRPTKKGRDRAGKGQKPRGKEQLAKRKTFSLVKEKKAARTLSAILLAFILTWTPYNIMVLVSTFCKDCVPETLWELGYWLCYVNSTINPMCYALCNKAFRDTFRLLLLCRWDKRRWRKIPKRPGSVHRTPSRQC
TAAR1 antagonist – human TAAR1 antagonists, primary screen, Fluo-8 calcium fluorescence, CHO RD-HGA16 cells. 360,000 tested, 1.5% active. antagonist. inhibition, % at 3 µM. Trace amine-associated receptor 1 (Homo sapiens), Q96RJ0. AID 624466, 2012;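 active = inhibition above a per-plate cutoff, the mean inhibition of test compounds on that plate plus 3 SD, cut at about 49% in these data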;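 note: 0% = DMSO plus EC80 beta-PEA response and 100% = DMSO alone without agonist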
Target sequence (Q96RJ0 whole entry, looked up): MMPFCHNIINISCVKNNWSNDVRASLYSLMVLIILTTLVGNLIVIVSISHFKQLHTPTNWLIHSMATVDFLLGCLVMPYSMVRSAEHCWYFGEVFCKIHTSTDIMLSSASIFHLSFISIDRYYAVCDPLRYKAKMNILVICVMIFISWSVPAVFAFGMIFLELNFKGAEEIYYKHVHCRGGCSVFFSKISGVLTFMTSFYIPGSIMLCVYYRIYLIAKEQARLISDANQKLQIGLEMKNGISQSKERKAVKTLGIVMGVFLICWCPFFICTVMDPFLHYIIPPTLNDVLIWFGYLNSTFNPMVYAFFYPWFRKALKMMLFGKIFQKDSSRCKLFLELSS
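Test system: CHO RD-HGA16 cells bearing hTAAR1 | Reagent: β-PEA, EC80 | Compound dosing: 3 µM, single point | Schedule: Dye loading 75 min at 37 °C, then 30 min room temperature | Signal: Calcium fluorescence with Fluo-8 | Evaluation: Percent inhibition of PEA-evoked calcium signal, max/basal emission ratio | Control set: DMSO-only wells and EC80 β-PEA-stimulated wells | Repeats: Singlicate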
CHO parental Ca – ATP-evoked calcium signal inhibitors, parental CHO, primary screen, counter-screen for OX1R antagonist project, cell-based, fluorescence, Fluo-8 calcium dye. parental CHO-K1, ATP-induced calcium, Fluo-8 fluorescence. 330,000 tested, 0.63% active. AID 463079, 2010. inhibition, % at 5.6 µM;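 active = inhibition above that plate's mean sample inhibition plus 3 SD, cut at about 26% in these data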;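 note: 0% = ATP-challenged DMSO wells and 100% = DMSO wells without ATP; some compounds past the cut are filed as inactive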
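material = parental CHO cells | also added = ATP as calcium-mobilizing challenge | dosing = single point at 5.6 µM | detection = intracellular calcium via Fluo-8 no-wash fluorescent dye | read-out = % inhibition | benchmarks = low control ATP plus DMSO, high control DMSO only | repeats = one well per compound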
CHO-K1 Ca PAM – nonselective calcium activators in parental CHO-K1 cells, primary screen, counter-screen for M1 PAM project, cell-based, Fluo-8 calcium fluorescence, full deck, 1536-well; ATP EC20; 0% at ATP EC20, 100% at ATP max; AID 602247, 2012; activation, % at 3 µM; 360,000 tested, 0.02% active;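 active = activation above the run cutoff, the mean activation of all test compounds plus 3 SD, cut at about 40% in these data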;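 note: peak over basal fluorescence ratio in a 140 s read after ATP addition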
M1 ag – human M1 muscarinic receptor agonists, primary screen, Fluo-8 calcium fluorescence, CHO-K1 cells, HTS; Muscarinic acetylcholine receptor M1 (Homo sapiens), P11229; CHO-K1 hM1, agonist mode; 0% DMSO, 100% acetylcholine EC100; activation, % at 3 µM; 360,000 tested, 0.33% active; AID 588814, 2011;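 active = activation above the run's mean compound activation plus 3 SD, cut at about 16% in these data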;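 note: peak over basal fluorescence ratio within a 140 s kinetic read after compound addition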
TAAR1 ag – human TAAR1 agonists, primary screen, Fluo-8 calcium fluorescence, CHO RD-HGA16 cells | vehicle wells 0%, saturating PEA agonist 100% | activation, % at 3 µM | 360,000 tested, 0.99% active | AID 624467, 2012;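 active = activation above the mean activation of all test compounds in the run plus 3 SD, cut at about 38% in these data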
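Signal – calcium-sensitive Fluo-8 signal, excitation 470-495, emission 515-575 nm · System – RD-HGA16 (CHO) cells co-expressing Gα16 and hTAAR1 · Incubation – 17-24 h seeding, 75 min 37 °C dye, 30 min RT · Compound dosing – 3 µM single concentration · Repeats – no replicates (n 1)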
M1 PAM – human M1 muscarinic receptor positive allosteric modulators, primary screen, CHO-K1 cells, Fluo-8 calcium fluorescence, 1536-well | Muscarinic acetylcholine receptor M1 (Homo sapiens), P11229 | CHO-K1 hM1, ACh EC20; 0% = ACh EC20, 100% = maximal ACh | activation, % at 3 µM | 360,000 tested, 0.088% active | AID 588819, 2011; in the data active = activation above about 19%, passing the limit was not always enough
CHO-K1 Ca antag – nonselective inhibitor or artifact in parental CHO-K1 cells. ATP-induced calcium, Fluo-8 fluorescence. inhibition, % at 3 µM. 360,000 tested, 0.6% active;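 active = inhibition above a per-plate cutoff, the plate's mean sample inhibition plus 3 SD, cut at about 24% in these data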;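 note: 0% = DMSO plus EC80 ATP and 100% = DMSO alone without ATP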
* hit, by the source's call; . = no result given; & = joins results of further samples.

Every second line gives: CHO-K1 Ca ag | M1 antag | TAAR1 antagonist | CHO parental Ca | CHO-K1 Ca PAM | M1 ag | TAAR1 ag | M1 PAM | CHO-K1 Ca antag
1. COc1ccccc1-c1coc2c(CN3CCN(CCO)CC3)c(O)ccc2c1=O
→ 0.3 | -11 | -10 | 10 | 19 | -3 | 7 | 10 | -3
2. COc1cc(/C=N/Nc2nc3ccccc3[nH]2)ccc1O
→ 2.0 | 3 | 21 | -14 | 14 | -7 | 42* | -5 | -4
3. CCN(CC(=O)Nc1ccccc1OC)C(=O)Cn1cnc2ccccc2c1=O
→ 0.2 | -5 | -13 | -13 | 10 | -2 | 0 | -2 | -13
4. Cc1cccc(N2C(=O)CC(N(O)c3ccccc3)C2=O)c1 (stereo unspecified)
→ 0.4 | -3 | -17 | -3 | 10 | -2 | 5 | 3 | -11
5. CCOC(=O)C1(C)CCCN(C(=O)c2cccnc2SC)C1 (stereo unspecified)
→ 1.2 | -16 | -16 | . | 14 | -3 | 0 | 10 | -9
6. O=C(/C=C/c1cccc(OCc2ccccc2)c1)c1cccnc1
→ 2.5 | -5 | 2 | -11 | 8 | -2 | 4 | 2 | -5
7. CNC(=O)CN1C(=O)CSc2ncccc21
→ 0.6 | -10 | -11 | -4 | 14 | 1 | 1 | 8 | 1
8. O=C(O)c1ccc(N2C(=O)/C(=C\c3ccccc3)N=C2c2ccccc2)cc1
→ 0.1 | -3 | 15 | 1 | -8 | -3 | 8 | 4 | 6
9. CC(=O)Nc1ccc(S(=O)(=O)N(C)CC(=O)NNc2c(F)c(F)cc(F)c2F)cc1
→ 0.8 | -5 | -20 | 0 | 6 | -1 | 6 | 4 | -15
10. CCOc1ccc(S(=O)(=O)NCCC2=CCCCC2)c2ccccc12
→ 1.6 | -2 | 6 | -25 | 11 | -2 | 16 | -1 | -20
11. COc1ccc(/C=C2\CCCC3C2=NN(C(=O)CSc2n[nH]c(N)n2)C3c2ccc(OC)cc2)cc1 (stereo unspecified)
→ 1.5 | 5 | -7 | -7 | 0 | -5 | 3 | 1 | -2
12. CCCNC(=O)COc1ccc(S(=O)(=O)Nc2ccc(C)cc2)cc1
→ 2.6 | -2 | -24 | -9 | -14 | 4 | 40* | 4 | 18
13. O=C(C1CCN(S(=O)(=O)c2ccccc2)CC1)N1CCN(c2ccccc2)CC1
→ 0.9 | -14 | -8 | -5 | -5 | 1 | 0 | 12 | -4
14. CCOc1ccc(Nc2nc(N3CCCCC3)nc(N3CCCCC3)n2)cc1
→ 0.3 | -2 | -10 | -10 | 14 | -2 | 3 | 1 | -17
15. O=C(Nc1cccc(Cl)c1)Nc1ccon1
→ 6.5 | 2 | -8 | 7 | 8 | 4 | 30 | 1 | 1
16. CC(C)C[C@H]1CNC(=S)N1C[C@H]1CCCN1C[C@H](CC(C)C)N1C[C@H](Cc2ccccc2)N(CCc2ccccc2)C1=S
→ -0.2 | -4 | -36 | . | 7 | -5 | -1 | -2 | 3
17. O=C(Nc1ccc(Cl)cc1N1CCOCC1)C1CCCCC1
→ 6.1 | -3 | -5 | -7 | -3 | -2 | -1 | 8 | -4
18. COc1cc(C(=O)NC(=S)Nc2ccccc2N2CCCC2)cc(OC)c1OC
→ 0.1 | -3 | 5 | -18 | -1 | -5 | 5 | 3 | 0
19. COc1cc(OC)c(C(=O)OCC(=O)N2CCOCC2)cc1OC
→ 9.9 | -4 | -2 | 7 | -8 | -4 | 2 | 6 | 2
20. COc1cc2c(cc1OC)-c1nnnn1C(C)(C)C2
→ 0.1 | -10 | 13 | -6 | 8 | -3 | 4 | 11 | -9
21. CC(C)C1Cc2[nH]c(=S)[nH]c(=O)c2C(c2ccc(F)cc2)O1 (stereo unspecified)
→ -0.1 | 7 | 19 | . | -8 | -2 | 2 | -12 | 2
22. NC(=O)C1CCN(C(=O)CC2(CC(=O)O)CCCC2)CC1
→ 0.5 | -13 | -8 | -8 | 8 | -2 | 1 | 9 | -13
23. COc1ccc(C(=O)NNC(=O)CCC(=O)Nc2cc(C)on2)cc1
→ 0.1 | -11 | 5 | -8 | 12 | -6 | 5 | 7 | -5
24. C=CCn1c(O)c(CN2CCCCC2)c(C)c(C#N)c1=O
→ 1.0 | -18 | -26 | 11 | 23 | 0 | 17 | 10 | -15
25. CCS(=O)(=O)N1CCN(c2ccc(C(=O)N3CCOCC3)cc2[N+](=O)[O-])CC1
→ 0.1 | -13 | -19 | -4 | 11 | -1 | 2 | 10 | -2
26. CCOC(=O)Cc1csc(NC(=O)c2c(O)c3c(n(CC(C)C)c2=O)CCCC3)n1
→ 0.1 | 14 | 10 | -29 | 1 | -6 | 7 | -7 | -2
27. NC(=O)NC(=O)CN1C(=O)NC(c2ccccc2)(c2ccccc2)C1=O
→ 0.3 | -2 | -19 | 0 | 2 | -3 | 3 | 4 | -15
28. CCN(CC(=O)Nc1ccc(NC(C)=O)cc1)C(=O)/C=C/c1cccs1
→ 0.5 | 3 | -17 | -8 | 5 | -12 | 1 | -2 | 1
29. COc1ccc(OC)c(CN2CCN(C(=O)c3cccc(S(=O)(=O)Nc4ccccc4OC)c3)CC2)c1
→ 2.4 | 14 | 11 | -5 | -9 | -4 | 5 | -5 | 2
30. CCOc1ccc(-n2c(C)nnc2SCC(=O)N(CC)CC)cc1
→ 0.3 | -12 | -10 | 5 | 4 | -3 | 5 | 10 | -12
31. COc1cc(/C=N/NC(=O)CN(Cc2ccco2)S(=O)(=O)c2ccccc2)ccc1O
→ 3.9 | 5 | 13 | -15 | 11 | -6 | 5 | -5 | 1
32. COc1ccc(C(=O)NC(=S)Nc2ccccc2[N+](=O)[O-])cc1OC
→ 1.0 | -9 | -23 | -7 | 8 | -8 | 5 | 9 | -2
33. Cc1ccc(CN2CCN(C/C=C/c3ccc(F)cc3)CC2CCO)o1 (stereo unspecified)
→ 0.4 | -17 | -6 | -14 | 8 | -6 | 4 | 11 | -4
34. CCCOC(=O)Cn1cnc2scc(-c3ccc(C)cc3)c2c1=O
→ 0.5 | -5 | -15 | -12 | 2 | -8 | 2 | 3 | -6
35. O=C(NCCc1cccc(F)c1)C1CC(O)CN1C(=O)Nc1ccccc1 (stereo unspecified)
→ 0.5 | -4 | 1 | . | 6 | -2 | 2 | 0 | -12
36. COc1ccc(C(=O)NCC(=O)OCC(=O)c2ccc3c(c2)NC(=O)CO3)cc1OC
→ 2.8 | -2 | -4 | -4 | 25 | -10 | 2 | 10 | -6
37. COc1ccc(-n2c(SCC(=O)Nc3ccc(Br)cc3)nc(O)cc2=O)cc1
→ 1.4 | -12 | -7 | -16 | 12 | -2 | 9 | 10 | -6
38. Cc1cccc(N(CC(=O)NCCC2=CCCCC2)S(C)(=O)=O)c1C
→ 0.5 | 8 | 12 | -16 | -9 | -5 | 12 | -4 | -44
39. Cc1ccc(-c2csc3nc(C)n(-n4cccc4)c(=O)c23)o1
→ 0.9 | -6 | -9 | -17 | 25 | -3 | 9 | 8 | -11
40. Cc1cccc(NC(=O)Nc2ccc(OCc3ccccc3)cc2)n1
→ 0.8 | -10 | -16 | -21 | 9 | -4 | 0 | 8 | -13
41. COc1ccc(CNc2nc3ccccc3n2Cc2ccc(C)cc2)cc1OC
→ -0.1 | 0 | 5 | -12 | -9 | -6 | 2 | 2 | 14
42. O=c1oc(-c2cccs2)nc2sc3c(c12)CCCC3
→ 0.2 | -4 | -10 | 7 | 17 | -4 | -2 | 7 | -9
43. O=C(NNc1c(F)c(F)cc(F)c1F)c1cc2ccccc2oc1=O
→ 4.4 | -1 | -17 | -8 | 17 | -5 | 1 | 7 | -6
44. COc1ccc(-c2nc3nc(C)c(Cc4ccccc4)c(=O)n3[nH]2)cc1
→ 0.5 | -5 | 12 | 1 | 3 | -3 | 9 | 3 | -11
45. Cc1cc(NS(=O)(=O)Cc2ccccc2)no1
→ 0.6 | -13 | -23 | 1 | 12 | 0 | 0 | 11 | -13
46. CCCCC(CC)CNC(=O)CN1C(=O)NC2(CCc3ccccc32)C1=O (stereo unspecified)
→ 0.1 | -7 | -10 | -25 | -8 | -2 | 3 | 3 | -10
47. Cc1cc(C(=O)OCC(=O)NC2(C#N)CCCCC2)c(C)o1
→ 0.6 | -7 | -40 | -15 | -2 | -2 | 3 | 7 | -14
48. Cc1cc2nc(N3CCN(C(=O)c4cccs4)CC3)sc2cc1C
→ 1.1 | 20 | -29 | -20 | -24 | 1 | 1 | -6 | 11
49. OCCN1CCN(c2cnc(-c3ccsc3)cn2)CC1
→ 1.1 | -8 | -30 | . | 10 | -2 | 5 | 10 | -1
50. O=C(Cc1ccccc1)NNC(=O)Nc1cccc(Cl)c1
→ 0.1 | -22 | -12 | 5 | 8 | 1 | 1 | 6 | -3
51. CC(C)C(=O)Nc1cc2c3c(c1)CCC(=O)N3CCC2
→ 0.6 | 5 | -28 | 6 | 12 | 0 | 1 | 0 | -10
52. COc1ccc(CN2CCN(C(=O)CC(C)C)CC2)c2ccccc12
→ 0.5 | 3 | -1 | -33 | 28 | -4 | 17 | 1 | -15
53. NC(=O)SCC(=O)Nc1ccc(Cl)c(Cl)c1
→ 3.4 | 24 | -1 | 14 | 0 | 5 | 27 | 9 | 2
54. Nc1c(Cl)cc(N=Nc2ccccc2)cc1Cl
→ 0.1 | -11 | -18 | . | 9 | 3 | 5 | 7 | -7
55. Cc1ccc(NCC(=O)N/N=C/c2ccncc2)cc1
→ 1.5 | -14 | 3 | 19 | 18 | -4 | 1 | 13 | -13
56. O=C(Nc1ccccc1N1CCOCC1)c1csc2c1CCCC2
→ -0.1 | -14 | -13 | -7 | 17 | -5 | 14 | 5 | -12
57. CC(=O)C1=CCC(c2ccccc2)N(S(=O)(=O)c2ccccc2C)C1 (stereo unspecified)
→ 0.7&0.2 | -8&-6 | 1&-29 | . | 7&8 | -1&-4 | 2&-2 | 15&6 | 10&6
58. O=C(CC1SCCNC1=O)Nc1ccc(Cl)c(Cl)c1 (stereo unspecified)
→ 2.6 | -3 | 8 | 10 | -2 | 1 | 13 | 5 | 2
59. Cc1[nH]n(-c2ccccc2)c(=O)c1N=O
→ 1.0 | -6 | -6 | -21 | 12 | -4 | 2 | 10 | -2
